DAX1 inh-1: inhibitors of DAX1 repression of SF-1 activated StAR promoter. inhibition, % at 6.8 µM. HEK293T StAR-luciferase reporter, SF-1/DAX-1 repression relief. 1.1% of 370,000 active. AID 652010;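 active = inhibition above the mean over all tested compounds plus 3 SD, cut at about 3.6% in these data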;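 also: 0% = DAX-1 cells with DMSO and 100% = cells lacking DAX-1 with DMSO; higher inhibition means more luminescence from relief of DAX-1 repression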
hgDAF12 agonist: activates the H. glycines DAF-12 receptor ligand-binding domain; HEK293 GAL4-hgDAF12 UAS-luciferase reporter, agonist luminescence; normalized to butyrate control; activation, % at 6.8 µM; 1.8% of 370,000 active; AID 687014;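 active = activation above a cutoff set at the mean of all screened compounds plus 3 SD, cut at about 10% in these data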;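 also: 0% = DMSO wells and 100% = sodium butyrate wells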
KLK7 zymogen act: activates the human kallikrein-7 zymogen. AID 652039. purified proKLK7, EDANS-DABCYL substrate fluorescence; 100% is mature enzyme control, 0% vehicle. 0.9% of 370,000 active. activation, % at 7 µM. P49862;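 active = activation above the mean of all tested compounds plus 3 SD, computed per campaign excluding outliers beyond control limits, cut at about 13% in these data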
DAX1 inh-2: NR0B1 (DAX1) inhibition | inhibition, % at 6.75 µM | 0.99% of 340,000 active | P51843 | HEK293 Gal4-DAX1 luciferase reporter, luminescence | AID 504766;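 active = inhibition above the mean over all tested compounds plus 3 SD, cut at about 4.2% in these data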;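 also: 0% = DAX1-transfected cells with DMSO and 100% = empty-vector control cells with DMSO; inhibition shows as a rise in luminescence from relieved DAX1 repression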
FXN GAA850 act: frataxin GAA850 promoter activation; AID 540364; activation, % at 6 µM; HEK293 lucGAA850 FXN promoter luciferase reporter, 24 h; percent of 10 µM SAHA response; 0.56% of 360,000 active;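 active = activation above the average of all compounds screened plus 3 SD, cutoff fixed separately per campaign, cut at about 7.5% in these data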;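 also: 0% = DMSO wells and 100% = 10 µM SAHA wells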
GC-B act: GC-B (human) receptor activation | P20594 | HEK293-GC-B cells, CNP EC30, cGMP TR-FRET; 0% at EC30 CNP, 100% saturating CNP | activation, % at 10 µM | 0.11% of 370,000 active;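 active = activation at 10 µM reaching about 35% in either raw or pattern-adjusted values, limit read from the data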
ssDAF12 agonist: activators of S. stercoralis DAF-12 nuclear receptor | HEK293 ssDAF-12/GRIP1 lit1-tk-luc reporter, luminescence; % of 3 µM dafachronic acid response | activation, % at 6.8 µM | 1% of 370,000 active | AID 652126;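 active = activation above the mean over all tested compounds plus 3 SD, cut at about 0.9% in these data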;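 also: 0% = DMSO-only wells and 100% = 3 µM delta7-dafachronic acid wells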
GC-A act: GC-A (human) enzyme activation. HEK293 GC-A cells, cGMP TR-FRET, EC30 ANP; 0% at EC30 ANP, 100% saturating ANP. P16066. 0.14% of 370,000 active. AID 1671463. activation, % at 10 µM; in the data active = activation above about 40%
Target sequence (P16066 whole entry, looked up): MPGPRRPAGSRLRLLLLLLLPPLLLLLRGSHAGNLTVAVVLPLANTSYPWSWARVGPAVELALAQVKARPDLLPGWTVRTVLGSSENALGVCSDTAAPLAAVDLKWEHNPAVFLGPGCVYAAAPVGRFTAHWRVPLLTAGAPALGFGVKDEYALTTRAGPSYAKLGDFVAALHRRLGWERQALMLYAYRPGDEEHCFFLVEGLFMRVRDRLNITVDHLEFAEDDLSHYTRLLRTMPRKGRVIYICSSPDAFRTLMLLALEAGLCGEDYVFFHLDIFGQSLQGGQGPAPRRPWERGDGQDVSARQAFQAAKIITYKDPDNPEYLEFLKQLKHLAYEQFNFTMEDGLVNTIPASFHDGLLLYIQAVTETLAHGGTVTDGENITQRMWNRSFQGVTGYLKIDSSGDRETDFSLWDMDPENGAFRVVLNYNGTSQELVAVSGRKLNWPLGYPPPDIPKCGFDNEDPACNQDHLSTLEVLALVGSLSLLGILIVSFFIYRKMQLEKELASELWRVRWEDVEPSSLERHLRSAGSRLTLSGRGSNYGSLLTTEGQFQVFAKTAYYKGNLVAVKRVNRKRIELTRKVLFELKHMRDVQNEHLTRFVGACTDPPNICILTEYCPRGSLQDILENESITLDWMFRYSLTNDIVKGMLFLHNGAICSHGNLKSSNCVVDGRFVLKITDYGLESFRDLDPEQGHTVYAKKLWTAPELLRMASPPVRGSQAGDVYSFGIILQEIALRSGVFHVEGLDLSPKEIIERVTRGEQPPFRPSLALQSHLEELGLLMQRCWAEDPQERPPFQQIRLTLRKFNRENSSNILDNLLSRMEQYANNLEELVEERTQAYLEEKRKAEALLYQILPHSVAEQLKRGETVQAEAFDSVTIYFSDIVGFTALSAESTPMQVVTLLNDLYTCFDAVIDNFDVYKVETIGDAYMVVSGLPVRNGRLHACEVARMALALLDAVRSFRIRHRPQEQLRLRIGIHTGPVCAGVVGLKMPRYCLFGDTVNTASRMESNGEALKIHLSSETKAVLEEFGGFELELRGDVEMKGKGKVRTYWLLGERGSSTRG
sPLA2-III inh: Blocks human group III sPLA2 activity; Q9NZ20; QFRET BODIPY PC-A2 liposome hydrolysis, fluorescence; inhibition, % at 12.2 µM; 0.56% of 370,000 active;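 active = inhibition above mean plus 3 SD of compounds lying within the high and low control bounds, cut at about 19% in these data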;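 also: 0% = median of test compound wells and 100% = no enzyme DMSO wells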
SMARCA2 act: activators of SMARCA2 function | MG213 cells, MMTV-luciferase reporter, dexamethasone, overnight | activation, % at 9.1 µM | 1% of 370,000 active; in the data active = activation above about 7.8%;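 also: 0% = vehicle wells and 100% = reference activator wells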
hcDAF-12 act: H. contortus DAF-12 activation, primary screen; 1.4% of 370,000 active; activation, % at 6.8 µM; HEK293 hcDAF-12 lit1-tk-luc reporter, luminescence; 0% DMSO, 100% Δ7-dafachronic acid;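 active = activation above the mean of all tested compounds plus 3 SD, cut at about 5.5% in these data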;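 also: 100% = response to 3 µM Δ7-dafachronic acid high control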
* hit, by the source's call; . = not tested or not shown.

SMILES	DAX1 inh-1	hgDAF12 agonist	KLK7 zymogen act	DAX1 inh-2	FXN GAA850 act	GC-B act	ssDAF12 agonist	GC-A act	sPLA2-III inh	SMARCA2 act	hcDAF-12 act
CC(C)Oc1cccc(C(=O)C2CCCN(C(=O)c3ccccn3)C2)c1 (configuration not stated)	-0.7	2.1	0.7	-0.5	2.9	0	-0.6	1	5	-2	-4.6
CCCN1CCN(C(=O)Cn2cnc3ccc(S(=O)(=O)N4CCC(C)CC4)cc3c2=O)CC1	0.0	-2.2	0.2	.	1.7	6	-1.3	6	1	2	1.3
O=C(NCc1nc2ccccc2[nH]1)C1=C[C@H](c2ccccc2)C[C@H](OCc2ccc(CO)cc2)O1	0.2	-1.0	0.3	1.1	-1.2	-5	-1.4	0	-32	1	0.9
Cc1cccc(C(=O)Nc2c(-c3ccc(C(F)(F)F)cc3)nc3ncccn23)c1	0.2	2.8	-0.5	.	.	4	-0.1	2	3	5	4.5
CN1C(C(=O)NCc2cccc(Br)c2)CC2Cn3c(nc4ccccc43)C21 (configuration not stated)	-0.2	-1.7	-0.4	0.9	0.1	1	0.7	-2	4	3	-0.8
C/C(=N/NC(=O)c1nnn(-c2nonc2N)c1COc1ccccc1)c1ccc(O)cc1	-0.3	-1.7	-0.7	-0.2	3.6	-1	-0.7	-2	2	1	3.1
CC(C)(C)C(=O)Nc1nc2cc3c(cc2s1)OCO3	1.3	9.8	0.1	-1.0	3.4	4	-1.2	4	7	1	0.5
O=C(CN1C(=O)NC2(CCCC2)C1=O)OCCOc1ccccc1	-0.8	3.3	0.3	0.3	1.4	8	-1.1	3	4	-2	-0.8
COc1ccccc1N1CCN(S(=O)(=O)c2cc3c(cc2C)NC(=O)CO3)CC1	-0.9	0.2	0.4	-0.2	0.2	0	-1.4	-2	-12	0	-1.4
CC(=C\C=O)/C(C)=C/CC[C@@H]1O[C@@H]2C[C@@H]3O[C@](C)(C[C@H]4C[C@H](O)[C@@H]5O[C@@H]6C[C@H](O)[C@@H](C)O[C@@]6(C)CC[C@H]5O4)[C@@H](O)CC[C@@]3(C)O[C@H]2[C@@H](O)[C@@H]1C	.	-2.8	.	.	.	-4	-1.3	4	5	.	-2.2
COc1ccc(OC)c(/C=C/C(=O)OCC(=O)N2CCCC2)c1	0.3	4.2	8.0	0.2	0.5	-3	-1.4	1	2	-2	-1.4
Brc1ccc(-c2nc3ncccn3c2Nc2ccc3c(c2)OCCO3)o1	-1.3	-0.7	0.9	0.1	-2.2	23	-1.1	13	0	-1	-0.8
Fc1cc(F)cc(Nc2nc(Cl)nc(NC3CCCC3)n2)c1	-0.5	0.0	0.1	-0.5	0.5	21	-1.3	38	4	-2	-1.8
CCCCCC(C)NC(=O)c1cc(S(=O)(=O)N2CCCCC2)ccc1N1CCOCC1 (configuration not stated)	-0.7	-1.1	-0.5	-0.1	0.7	6	-1.4	-4	-4	-1	-1.4
CC1CCN(CCCNC(=O)c2ccc(CS(=O)(=O)Cc3ccc(Cl)cc3)o2)CC1	-0.2	0.3	0.3	-0.6	1.2	-2	-0.7	0	-3	-3	-1.0
CCCN(CC1CC1)C(=O)COC(=O)c1oc2c(F)cccc2c1C	1.1	0.7	0.0	-0.5	0.7	-3	-1.6	0	8	-2	-1.4
CC(C)NC(=O)COC(=O)c1ccccc1Oc1ccccc1	-0.2	-1.4	0.4	-0.9	3.8	2	-1.5	2	-4	-3	-1.0
COc1cc(NC(=O)c2cccc(S(=O)(=O)N3CCCCC3)c2)cc(OC)c1OC	-1.7	-0.9	-0.4	-0.4	0.1	-10	-1.3	-6	-6	2	-1.6
O=C(O)C1Sc2[nH]c(=O)sc2C2c3ccc(O)cc3OC(=O)C12 (configuration not stated)	-0.1	-2.7	-2.2	-0.2	0.9	3	-1.1	2	-9	1	0.7
O=C(O)c1cc(S(=O)(=O)N2CCOCC2)ccc1N1CCCCC1	0.2	3.3	0.1	0.0	1.6	8	-1.2	-1	-2	1	-0.8
CCC(C)(C)NC(=O)CN(C(=O)CNS(=O)(=O)c1ccccc1)c1ccc2c(c1)OCCO2	-0.4	0.7	-0.2	0.8	-2.4	-4	-1.1	1	-5	1	1.1
Cc1cc(N=Nc2ccc(Cl)cc2)cc(CN2CCOCC2)c1O	0.3	1.9	1.2	-0.2	-1.5	0	-1.1	14	12	-4	-2.6
Cc1cc(C)nc(NC(=O)c2ccc(Br)s2)n1	0.0	-1.0	0.1	1.1	1.4	2	-0.5	5	13	1	-1.9
Cc1ccc(OCc2n[nH]c(=S)n2N)cc1C	0.3	0.5	-0.1	-0.3	-0.3	1	-1.1	-2	10	-3	-1.6
COC(=O)[C@@]12C[C@@H](CC(=O)N3CCN(C(=O)c4ccco4)CC3)C(=O)N(CCc3ccc(OC)c(OC)c3)C1=CCC(C)(C)C2	3.3	-3.1	0.2	.	.	12	-1.6	5	-3	-2	-1.4

More results follow.
SMILES	DAX1 inh-1	hgDAF12 agonist	KLK7 zymogen act	DAX1 inh-2	FXN GAA850 act	GC-B act	ssDAF12 agonist	GC-A act	sPLA2-III inh	SMARCA2 act	hcDAF-12 act
COC(=O)c1ccccc1NC(=O)COC(=O)CSc1nnc(N)s1	0.7	-1.6	0.6	0.6	0.4	1	-0.8	3	-1	6	-0.5
COCCCN1C2=C(C(=O)CC(C)(C)C2)C(c2ccc(OC)c(OC)c2)C2=C1CC(C)(C)CC2=O	0.2	-0.8	0.7	-1.9	1.5	3	-1.5	2	7	-4	1.5
O=C(c1ccccc1)c1cc(-c2ccccc2)on1	1.2	9.5	-0.2	1.3	0.2	1	-0.4	10	1	7	1.8
COC(=O)c1ccc(C(=O)OC)c(NC(=O)C2CCCO2)c1 (configuration not stated)	-0.1	-1.4	1.5	-1.2	-0.6	-3	-0.8	2	3	1	-0.9
Cc1ccc(N2CCN(CC(O)COc3cccc4ccccc34)CC2)cc1 (configuration not stated)	-0.1	2.0	-0.2	-1.1	0.8	-4	-0.9	5	10	-1	1.0
COc1cc(Cl)ccc1NC(=O)COc1ccccc1C(=O)NN	-0.5	0.4	-0.2	-1.5	2.6	-12	-1.0	-6	4	-1	-0.8
CC(C)c1ccccc1OCCNC(=O)c1cncc(Br)c1	0.3	-5.2	-0.6	-1.3	-0.5	-10	-1.9	-7	-8	-3	-1.8
Cc1ccc(F)c(N=Cc2c(O)c3ccccc3oc2=O)c1	-0.2	2.3	-0.2	1.8	2.2	-2	-1.4	-1	-10	1	-0.5
O=C(Nc1ccc(C#Cc2ccccc2)cc1)C1CC1	1.1	-1.4	-1.3	1.1	-2.6	-2	-1.0	7	-8	1	-0.4
COc1ccc(Nc2nnc(SCC(=O)N(CC(C)C)C3CCS(=O)(=O)C3)s2)cc1 (configuration not stated)	2.5	7.6	0.0	1.0	-0.3	-2	-0.5	1	-16	5	-0.3
Cn1c(=O)cc(OCC(=O)N2CCCc3ccccc32)c2ccccc21	0.6	-3.7	-0.7	0.6	-3.9	-2	-1.6	-6	-4	-2	-1.1
COc1ccc(-n2c(SCC(=O)NCC3CCCO3)nc3ccccc32)cc1 (configuration not stated)	-0.8	0.5	-0.3	-0.2	-0.9	0	-1.6	-8	-1	0	-1.8
COc1cc(C=O)c(Br)cc1OCC(=O)NCCc1ccccc1	-0.6	-2.2	-0.7	-0.1	0.3	-8	-2.1	-4	7	-4	-2.4
COc1ccccc1C(CNC(=O)c1cc(C)nc2ccccc12)N(C)C (configuration not stated)	0.1	-1.8	0.1	1.1	1.3	0	-0.8	5	0	-2	-0.1
CC1=NN(c2nc(-c3ccc(C)cc3)cs2)C(=O)C1N=Nc1ccccc1O (configuration not stated)	-0.2	1.0	-0.2	.	1.5	-10	0.9*	-6	-8	3	1.8
COc1ccc(Cl)cc1NC(=O)CN(C)C(=O)/C=C/c1ccco1	0.1	0.8	-0.2	0.3	-0.2	3	-1.4	-1	5	-2	-0.1
O=C(O)c1cn(-c2ccc(F)cc2)c2cc(N3CCNCC3)c(F)cc2c1=O	2.0	-1.9	15*	-0.8	0.6	2	-1.4	5	15	-6	-2.4
CN(C)S(=O)(=O)c1ccc(C(=O)N2CCN=C2SCc2cccnc2)cc1	-0.8	0.7	-0.4	-0.4	1.4	-2	-1.1	2	8	1	-1.5
O=C(CC(NS(=O)(=O)c1ccc(Cl)cc1)c1ccco1)NCc1cccnc1 (configuration not stated)	-1.1	1.2	0.4	0.0	0.0	8	-1.1	-1	-2	2	1.3
CC(=O)OC1C(=O)N(Cc2ccccc2)C1c1ccc(C)cc1 (configuration not stated)	-0.3	-2.3	0.1	-0.7	0.4	-9	-1.9	-18	12	-2	-1.0
O=C(CN(Cc1ccccc1)S(=O)(=O)c1ccc2c(c1)OCCO2)N/N=C/c1ccc(F)cc1	0.0	-2.3	-0.3	-0.4	-0.1	1	-1.0	3	-9	-3	3.1
Cc1cccc(NC(=O)CN(CC2CCCO2)C(=O)c2cc3ccccc3o2)c1C (configuration not stated)	0.1	2.2	-0.8	-0.4	0.6	4	-1.3	-3	-4	-2	-1.9
Nc1nc(NC(=O)c2ccccc2Cl)nn1-c1ccccc1	-0.5	-0.8	-0.3	.	-1.0	7	-0.9	1	6	-2	-1.0
O=S(=O)(c1ccccc1)c1ccc(N2CCCCCC2)cc1	-0.2	0.4	-5.4	-1.2	3.4	4	-1.2	-4	-15	-1	0.3
Cc1[nH][nH]c(=O)c1C=NCc1ccc(Cl)cc1	-0.2	-3.5	0.2	-0.8	2.1	-6	-1.1	3	3	0	-0.3

Records listed so far printed as active in KLK7 zymogen act.
Compound | DAX1 inh-1 | KLK7 zymogen act | DAX1 inh-2 | GC-B act | ssDAF12 agonist | GC-A act | sPLA2-III inh | SMARCA2 act | hcDAF-12 act
O=C(O)c1cn(-c2ccc(F)cc2)c2cc(N3CCNCC3)c(F)cc2c1=O | 2.0 | 15* | -0.8 | 2 | -1.4 | 5 | 15 | -6 | -2.4

Carrying on:
SMILES	DAX1 inh-1	hgDAF12 agonist	KLK7 zymogen act	DAX1 inh-2	FXN GAA850 act	GC-B act	ssDAF12 agonist	GC-A act	sPLA2-III inh	SMARCA2 act	hcDAF-12 act
CCOC(=O)Nc1ccc2c(c1)N(C(=O)CN1CCN(CCO)CC1)c1ccccc1CC2	0.3	0.5	-0.4	-0.3	0.7	2	-1.6	-2	1	3	1.1
CCN(CC(=O)Nc1c(F)cccc1F)C(=O)CCc1ccc(OC)cc1	0.4	-1.9	0.0	0.6	0.9	-1	-1.6	3	0	-1	-0.6
CCOc1ccc(C(=O)/C=C/c2ccccc2C(F)(F)F)cc1	-0.2	0.4	0.1	1.2	-0.6	-12	-1.3	0	-8	1	-1.1
CCOC(=O)C1CCN(C(=O)Cn2cccc2C(=O)c2ccccc2)CC1	-0.4	-1.6	0.4	-1.3	0.8	-5	-1.0	0	2	-3	-0.3
COc1ccc(C)cc1NC(=O)Nc1cnccn1	-0.4	1.4	0.5	1.8	0.2	-4	-1.4	1	-2	0	-0.1
CCOC(=O)c1oc2ccccc2c1CSc1nnc(-c2ccco2)o1	-0.7	-3.2	-0.4	-0.4	0.4	-2	-1.0	7	-12	-3	-0.8
O=C(NC1CCCC1)c1cccnc1N1CCCCCC1	-0.2	-0.3	0.3	0.8	-0.1	-2	-2.0	1	9	0	-1.6
CCC(C(=O)O)n1nnc(-c2ccc(OCc3ccccc3)c(OC)c2)n1 (configuration not stated)	0.0	0.2	-0.1	.	.	4	-1.5	3	8	-2	-0.8

An unsorted share of the library. Share with any hit: about 6.7%.
